# Abeta rescue – qHTS for compounds that reverse cellular toxicity of Amyloid beta (A-beta) peptide in yeast: Primary Screen. yeast expressing A-beta42, growth rescue, OD600, 48 h; response scale: 0% DMSO, 100% iron-clioquinol control. Potency, µM (titrated, usually from 46.1 µM), for inactives: at the highest dose growth rescue, usual class: activators. 410,000 tested, 0.063% active. AID 1347071, 2019; note: potency is the fitted concentration of half-maximal effect; nearly all actives have a fitted effect of over 55% in size
#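 Yeast growth medium received pinned compounds, then yeast cells expressing toxic A-beta were added; plates incubated at 30 C for 48 hr. Growth read as absorbance at 600 nm, normalized to DMSO and equimolar FeCl3 plus clioquinol controls.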
# TDP-43 yeast inh – qHTS of TDP-43 Inhibitors; TDP-43 expressing yeast growth rescue, BacTiter-Glo, 24 h; Potency, µM (highest dose often 46.1 µM), without a hit: at the highest dose growth rescue (activation), hits mostly activators; 410,000 tested, 1.8% active; AID 652104, 2013; note: potency is the fitted concentration of half-maximal effect; % of control where 0% means no effect; nearly all actives have a fitted effect of over 50% in size
#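 In this qHTS, compounds that restore growth of yeast expressing TDP-43 appear as activators. Cells (OD600=0.02, galactose medium, raffinose-pregrown) are incubated with compound 24 hr at 30 deg C and growth is quantified by BacTiter-Glo.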
# GLP1R inv ag – qHTS of GLP-1 Receptor Inverse Agonists (Inhibition Mode). Glucagon-like peptide 1 receptor (Homo sapiens), P43220. Potency, µM (series often up to 38.3 µM), without a hit: top-dose activity change, negative = inhibition, hits mostly inhibitors. 410,000 tested, 1.6% active. HEK293 GLP-1R CRE-luciferase, luminescence, 24 h; GLP-1R form is constitutively active; note: potency is the fitted concentration of half-maximal effect; % is set by controls: 0 for no effect and ±100 for the full control effect; nearly all actives have a fitted effect of over 55% in size
# Target sequence (P43220 whole entry, looked up): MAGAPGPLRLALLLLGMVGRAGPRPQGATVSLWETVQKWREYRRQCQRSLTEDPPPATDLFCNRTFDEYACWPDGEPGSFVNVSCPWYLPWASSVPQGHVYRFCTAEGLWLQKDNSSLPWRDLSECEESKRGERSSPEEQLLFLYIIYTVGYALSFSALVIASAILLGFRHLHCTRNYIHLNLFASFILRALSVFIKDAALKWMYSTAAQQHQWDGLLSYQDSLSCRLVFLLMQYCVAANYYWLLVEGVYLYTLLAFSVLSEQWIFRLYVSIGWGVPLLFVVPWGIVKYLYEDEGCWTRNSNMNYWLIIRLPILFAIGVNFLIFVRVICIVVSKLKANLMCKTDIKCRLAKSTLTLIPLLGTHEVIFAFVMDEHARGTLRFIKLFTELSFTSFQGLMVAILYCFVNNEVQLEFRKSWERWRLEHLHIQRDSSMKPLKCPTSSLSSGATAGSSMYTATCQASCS
#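 Stable HEK293 clone (constitutively active GLP-1R + cAMP-response luciferase); 200 cells/uL plated, 12 h pre-culture, compound 24 hr, 37 deg C/5% CO2; detection reagent 12 min RT; luminescence.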
# aSyn yeast inh – qHTS of alpha-syn Inhibitors; Potency, µM (highest dose often 46.1 µM), inactives show top-dose growth rescue (activation), hits mostly activators; 370,000 tested, 0.14% active; Yeast expressing alpha-synuclein, growth rescue, BacTiter-Glo, 24 h; note: potency is the fitted concentration of half-maximal effect; % of control where 0% means no effect; nearly all actives have a fitted effect of over 65% in size
#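 Readout is rescue of growth in alpha-synuclein-expressing yeast, so inhibitors of toxicity appear as activators. Growth after 24 hr at 30 deg C in galactose medium is quantified by luminescence.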
# HEK293 tox – qHTS of GLP-1 Receptor Inverse Agonists: Cytotox Screen. Potency, µM (series often up to 38.3 µM), inactives show top-dose activity change, negative = inhibition, most hits filed as inhibitors. HEK293 cAMP-luciferase reporter cells, luminescence, 24 h. AID 624418, 2012. 410,000 tested, 0.13% active;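 note: loss of luciferase light is scored as toxicity; potency is the fitted concentration of half-maximal effect; % is set by controls: 0 for no effect and ±100 for the full control effect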
#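 Luminescence readout: signal drop marks cytotoxicity. Plated cells grew 12 h at 37 °C, 5% CO2, received 23 nL compound for 24 h, then got luciferase reagent, read after 12 min at RT.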
# PTHR1 ag – qHTS for PTHR1 Agonists: Primary Screen. Parathyroid hormone/parathyroid hormone-related peptide receptor (Homo sapiens), Q03431. HEK293 GP2 PTHR1 cells, GloSensor cAMP luminescence, 1 h. Potency, µM (highest dose often 115 µM), for the others: top-dose activation, hits mostly activators. 410,000 tested, 0.075% active. AID 743266, 2014; note: potency is the fitted concentration of half-maximal effect; nearly all actives have a fitted effect of over 55% in size; some results filed as inactive show a strong effect at the top dose; inactives centre near -15; many of its hits are not listed in these tables
# Target sequence (Q03431 whole entry, looked up): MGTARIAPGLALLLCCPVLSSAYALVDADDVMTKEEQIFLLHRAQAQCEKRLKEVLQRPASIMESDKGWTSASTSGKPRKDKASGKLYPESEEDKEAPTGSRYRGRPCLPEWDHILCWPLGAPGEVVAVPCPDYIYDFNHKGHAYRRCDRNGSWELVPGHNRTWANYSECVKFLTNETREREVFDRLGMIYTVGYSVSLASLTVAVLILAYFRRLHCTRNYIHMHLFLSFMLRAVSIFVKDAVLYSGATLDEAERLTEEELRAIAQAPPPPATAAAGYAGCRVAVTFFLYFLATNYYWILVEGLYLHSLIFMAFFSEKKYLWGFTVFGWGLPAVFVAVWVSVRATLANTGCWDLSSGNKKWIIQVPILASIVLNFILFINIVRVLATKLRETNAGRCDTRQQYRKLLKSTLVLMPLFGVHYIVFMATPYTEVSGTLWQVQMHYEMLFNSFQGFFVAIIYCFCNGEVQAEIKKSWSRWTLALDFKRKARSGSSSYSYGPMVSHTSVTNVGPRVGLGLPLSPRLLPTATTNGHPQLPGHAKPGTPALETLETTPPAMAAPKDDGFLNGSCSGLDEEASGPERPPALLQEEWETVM
#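 HEK-293-derived GP2 cells expressing PTHR1 and a GloSensor cAMP reporter, 3,000/well, plated overnight, given luciferin plus IBMX (each 0.5 mM as added) for 1 h at 37 °C, then compound for 1 h at 37 °C. Luminescence was read after 15 min at room temperature.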
# Akt phos inh – HTS Assay for Inhibitors of Akt Phophorylation: Primary Screen; Neuro2A IGF-stimulated pAkt S473 HTRF, 20 min; hits give low values; activity change, % for hits at 50 µM; 360,000 tested, 0.32% active; AID 651550, 2012; in the data active = activity change below about -80%; inconclusive = mostly about -51% to -80%; note: % is set by controls: 0 for no effect and ±100 for the full control effect
#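 Neuro2A cells in DMEM with 0.5% FBS, overnight at 37 deg C, given compound at single 50 µM final, then IGF (6 nM final) for 20 min at 37 deg C. Lysed; phospho-Akt Ser473 by HTRF after 24 h, 665/615 ratio.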
# Mm-Cpn inhibitor – Inhibitors of TCP-1 ring complex (TRiC) of Methanococcus maripaludis (MmCpn): qHTS. purified Mm-Cpn ATPase, ADP Transcreener TR-FRET. Potency, µM (series often up to 76.9 µM), for the others: at the highest dose activity, negative = inhibition, usual class: inhibitors. 330,000 tested, 0.031% active. AID 504842, 2011; note: potency is the fitted concentration of half-maximal effect; % is set by controls: 0 for no effect and ±100 for the full control effect; nearly all actives have a fitted effect of over 80% in size
#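 TR-FRET (320 nm excitation; 590 and 665 nm emission) reports ADP made from 10 uM ATP by 25 nM enzyme; compounds were preincubated 10 min, reaction run 30 min, both at 37°C.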
# FUS suppressor – qHTS for Suppressors of FUS Proteinopathy: Primary screen using FUS-linked yeast assay; S. cerevisiae FUS-expressing, growth rescue, OD600, 24 h; Potency, µM (titrated, usually from 76.6 µM), without a hit: at the highest dose growth rescue (activation), most hits filed as activators; 390,000 tested, 0.24% active;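 note: potency is the fitted concentration of half-maximal effect; plate controls were DMSO vehicle for no effect and reference control for full effect; nearly all actives have a fitted effect of over 55% in size; some results filed as inactive show a strong effect at the top dose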
#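 Compound concentration series was pinned onto galactose-induced FUS-expressing yeast seeded at OD 0.005. Plates sat 24hr at 30C; absorbance at 600 nm gave growth. DMSO served as background control.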
# Numbers without * were called inactive; i = inactive; ? = inconclusive; / = not tested or not shown; & = joins results of further samples; [ ] = dose if it differs, or a comment. Unless noted, calls come from the whole dose curve; as a rule, active = well fitted curve in the direction sought with a large enough effect; inconclusive = small, poorly fitted or top-dose-only effect, or another doubt; inactive = no such curve, though single readings can be large; an effect the other way counts as inactive or inconclusive.
SMILES | GLP1R inv ag | PTHR1 ag | FUS suppressor | Mm-Cpn inhibitor | aSyn yeast inh | TDP-43 yeast inh | Abeta rescue | Akt phos inh | HEK293 tox
COC(=O)C(NC(=O)c1ccccc1)(Nc1nc(C)cs1)C(F)(F)F (configuration not stated) | -6% | i | 19% | 0% | -1% | -9% | -8% | i | 2%
CCOc1ccc(Cl)cc1-c1cc(C(=O)NC2CCCCC2)[nH]n1 | ? | -18% | ? | / | 0% | 0% | -3% | i | 1%
COc1ccc(N(C(=O)Cn2nnc3ccccc32)C(C(=O)NCc2ccco2)c2ccc(C)o2)cc1 (configuration not stated) | 2% | i | 15% | 0% | 7% | 16% | 28% | i | -1%
CCOc1ccccc1OC(=O)CN1C(=O)c2ccccc2C1=O | 16% | -15% | -14% | ? | -1% | 16% | 13% | i | 2%
Clc1ccc(CSc2snnc2-c2ccccc2)c(Cl)c1 | 0% | -21% | -5% | -1% | -9% | 23% | -11% | i | 2%
FC(F)(F)c1ccc(CSc2ccccn2)cc1 | -4% | -11% | -12% | 3% | 1% | -12% | -2% | i | -7%
Cc1nc2ccc(Cl)cc2c(-c2ccccc2)c1C(=O)N(C)C | -9% | i | 7% | 0% | 0% | 11% | -5% | i | -4%
CCC(C)c1ccc(NC(=S)NCCn2cc(Cl)cn2)cc1 (configuration not stated) | ? | -8% | 10% | -2% | 0% | 0% | 18% | i | ?
O=C(c1ccco1)N1CCN(c2ncnc3c2oc2ccccc23)CC1 | 32%[activator] | -17% | 17% | 0% | 10% | 16% | -41%[inhibitor] | i | 12%
CC(C)c1cnc2c(c1SCC(=O)N1CCCCC1)c(=O)n(C)c(=O)n2C | 24% | 14% | 25% | / | / | -1% | -16% | / | -17%
CSc1nc2ccsc2c(=O)n1-c1ccccc1 | 6% | i | 14% | 2% | 14% | -5%[9.22 µM] | -17% | i | 3%
CC1=CCC2C(=O)N(c3ccc(C)cc3)C(=O)C2C1 (configuration not stated) | 0% | -24%[57.5 µM] | 25% | 2% | 1% | 0% | -1% | i | -7%
COc1cc(OC)c(C(=O)O/N=C(\N)c2ccccn2)cc1OC | 1% | i | -25% | -1% | -7% | 14% | -16% | i | -16%
CCOC(=O)N1CCN(C(=O)CCCOc2ccccc2)CC1 | 0% | i | 25% | 0% | -18% | -20% | -14% | / | 0%
COC(=O)Nc1ccc(S(=O)(=O)N2CCN(c3ccc(F)cc3)CC2)cc1 | ? | -6%[57.5 µM] | 31% | 0% | -8% | 17% | 2% | i | -8%
COCCn1c(SCC(=O)c2ccc(OC)cc2)nc2cc(C(=O)NC3CCCC3)ccc2c1=O | 9% | -45% | -11% | / | / | 18% | -3% | / | -1%
CCOC(=O)c1c(NC(=O)CSc2ncn[nH]2)sc(C(C)=O)c1C | 72%[activator] | i | -6% | -2% | 1% | -2% | 6% | i | 3%
CSc1nc2ccccc2n1Cc1cccc(F)c1 | ? | -21% | -17% | 1% | 0% | 18µM* | 13% | i | 59%[activator]
O=C(NCCCN1CCN(Cc2ccccc2)CC1)C1CCN(S(=O)(=O)N2CCCC2)CC1 | 5% | -3%[57.5 µM] | -12% | 1% | -8% | 0% | -9% | i | 9%
O=C1C2C3c4ccccc4C(c4ccccc43)C2C(=O)N1Cc1cccnc1 (configuration not stated) | 6% | -10% | 2% | 1% | -1% | 8% | 0% | i | 41%[activator]
O=C(NCCCO)c1nc2ccccc2s1 | 5% | -4%[57.5 µM] | 15% | -2% | -3% | -11% | 7% | i | -13%
CCCCNc1nc(Oc2ccc(OCC(N)=O)nn2)nc(N2CCOCC2)n1 | 17% | -10% | -16% | / | / | 14% | 2% | / | -1%
COc1ccc(/C(C)=N/NC(=O)c2cc(-c3cccnc3)nc3ccccc23)cc1 | 15% | i | -14% | 0% | 0% | -14%[0.397 µM] | -3% | i | -5%
O=C(O)Cn1nc(N2CCN(c3ccccc3)CC2)ccc1=O | 7% | i | -35% | / | / | 7% | -8% | / | 6%
COc1ccc(-n2c(COc3ccccc3)nnc2SCC(N)=O)cc1 | 2% | i | 21% | 0% | -3% | -4% | 6% | i | 8%
CCOC(=O)CN1C(=O)N[C@@H](c2cccs2)C(C(=O)OC)=C1C | -1% | i | -2% | / | -2% | 5% | 0% | i | -5%
CCc1ccc(NC(=O)CC(c2ccc(C)cc2)N2Cc3ccccc3C2=O)cc1 (configuration not stated) | 17% | i | -10% | / | 2% | 16% | -1% | / | 1%
CS(=O)(=O)N1CCC(C(=O)N2CCc3ccccc3C2)CC1 | 5% | -11%[57.5 µM] | 15% | -1% | -7% | -9% | 8% | i | -15%
Cc1nc2[nH]c(=S)[nH]c(=O)c2nc1C | -16% | i | -2% | / | -2% | 0% | -8% | i | -5%
Cc1ccccc1N1CCN(Cc2cccc(C(=O)O)c2)CC1 | 6% | -13%[57.5 µM] | 14% | 0% | -6% | -20% | 2% | i | 0%

# The list goes on.
SMILES | GLP1R inv ag | PTHR1 ag | FUS suppressor | Mm-Cpn inhibitor | aSyn yeast inh | TDP-43 yeast inh | Abeta rescue | Akt phos inh | HEK293 tox
CNC(=O)c1ccccc1Nc1ccc(SC(F)F)cc1 | ? | -17% | -3% | 1% | -29% | 22µM* | -81%[inhibitor] | i | 4%
Cc1cc(C)c[n+](-c2[nH]c(=O)sc2/C=N/NC([S-])=Nc2ccccc2)c1 | 8% | i | 20% | -2% | -1% | 10% | 14% | i | -2%[1.53 µM]
Cc1ccc(Oc2nc3ccccn3c(=O)c2/C=C(\C#N)C(=O)Nc2c(C)n(C)n(-c3ccccc3)c2=O)cc1 | 51%[activator] | i | 12% | 1% | 6% | 1% | -3% | i | -15%
COc1ccccc1C(CNC(=O)COc1ccccc1C)N1CCCC1 (configuration not stated) | ? | 23% | 7% | 2% | -2% | -12% | -9% | i | -1%
COc1ccc(-c2ccc3c(c2)S(=O)(=O)c2cccc(C(=O)N4CCN(c5c(Cl)cncc5Cl)CC4)c2C3=O)cc1OC | 6% | i | ? | -3% | -1% | 3% | -18% | i | -16%
S=C(NCc1cccs1)Nc1ccc(Br)cc1Cl | ? | -67%[inhibitor] | -36% | 0% | -11% | 35µM* | ? | i | ?
CCOC(=O)C1(CCOc2ccccc2)CCN(Cc2cccc(F)c2)CC1 | ? | -66%[inhibitor] | -8% | -1% | -2% | -13% | -5% | i | -13%
O=C1C=CC(=C(c2ccc(O)cc2)c2ccc(O)cc2)C=C1 | 5.6µM* | -95%[inhibitor] | -11% | -5% | -1% | 0% | -6% | i | 8.9µM*
NS(=O)(=O)c1cccc(NC(=O)CCCNC(=O)c2ccc(Cl)cc2)c1 | -8% | ? | 29% | 2% | -6% | -23% | 4% | i | -2%
O=C(c1cc(-c2ccccc2)nc2ccccc12)N1CCOCC1 | -8% | i | 24% | -2% | -10% | -10% | -10% | i | -2%
CCOC(=O)N1CCN(S(=O)(=O)CCNC(=O)c2ccccc2)CC1 | 4% | i | -9% | 1% | -7% | -19% | 5% | i | 3%
Cc1nc([N+](=O)[O-])c(SCC(O)CCl)n1Cc1ccc(Cl)cc1 (configuration not stated) | -16% | -3% | -7% | -2% | 2% | -6% | -2% | i | -6%
CCOC(=O)C1CCN(Cc2cc(C(C)(C)C)c(O)c(C(C)(C)C)c2)CC1 | ? | i | -1% | 4% | 5% | / | 16% | i | -8%
COc1ccc(N(C(=O)c2snc(C(N)=O)c2N)C(C(=O)NC2CCCC2)c2ccc(OC)c(OC)c2)cc1 (configuration not stated) | 22% | i | 23% | -7% | -1% | -20% | -7% | i | 1%
O=C(Cc1ccccc1)Nc1cccc(NC(=O)c2ccccc2)c1 | ? | i | -14% | 0% | 2% | -12% | 20% | i | -17%
Cc1ccc(CCNC(=O)c2cccc(N3CCCC3=O)c2)cc1 | -8% | i | 6% | -2% | -5% | 20% | 2% | i | -15%
Cc1sc2ncnc(N3CCC(C(=O)Nc4ccc(S(N)(=O)=O)cc4)CC3)c2c1C | -27% | -7% | -19% | 0% | 15% | 18% | -3% | i | -4%
O=C(Nc1nnc(SCC(=O)N2CCCCC2)s1)c1c(F)cccc1F | -7% | -2% | 3% | 0% | 1% | -1% | -5% | i | 0%
COc1ccc(C(=O)NCCCn2ccnc2)cc1[N+](=O)[O-] | 8% | i | 19% | 0% | -20% | -18% | -4% | i | -10%
CC(O)c1nc2ccccc2n1CC(=O)Nc1ccc(F)cc1Cl (configuration not stated) | 1% | 0% | 25% | 3% | 0% | 0% | 11% | i | 0%
COc1ccc(N2CCN(S(=O)(=O)c3ccc(-c4cnc(C5CC5)o4)cc3)CC2)cc1 | 12%&0% | ? | 34%&2% | -3% | 0% | -10%&-3% | -13%&-21% | i | 0%&-12%
Cc1ccc(Nc2c(-c3ccc(C)cc3)nc3c(C)cccn23)cc1 | 10µM* | -4% | 40% | / | / | 9% | 11% | / | -16%
CCCCN=c1scc(-c2ccc3c(c2)NC(=O)CO3)n1N=C1CCCC1 | ? | -53%[inhibitor][57.5 µM] | ? | -1% | 0% | -6% | -14% | i | 4%
CCOC(=O)N1CCc2c(sc3c2c(=O)n(Cc2ccccc2)c(=O)n3CC(=O)Nc2ccc(C)cc2C)C1 | 13% | 21% | 1% | / | / | 8% | -3% | / | -1%

# High-throughput results deposited in PubChem by National Center for Advancing Translational Sciences (NCATS).

# A portion of the library, so the mix of outcomes need not match the whole.
